CD40 NFkB inh: inhibitors of CD40-induced NF-kB signaling, primary screen, BL2 cells, luciferase reporter, single point; CD40L-induced, 4 h; inhibition, % at 10 µM; actives 0.94% (n = 83,000);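 active = mean inhibition of at least 50% with a set share of replicates also reaching that level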;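 note: 0% = neutral control wells and 100% = IKK inhibitor VII at 50 µM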
An asterisk follows results filed as active; & = joins results of further samples; [ ] = remark or other dose.

SMILES	CD40 NFkB inh
CC1(CCc2ccccc2)NC(=O)N(CC(=O)N2CCCCCC2)C1=O (stereo unspecified)	19
COCCCNC(=O)C1C2C=CC3(CN(Cc4ccc(C)cc4)C(=O)C13)O2 (stereo unspecified)	6
CC(OC(=O)CNC(=O)c1ccc(Cl)cc1)C(=O)NC1CCCCC1C (stereo unspecified)	3
COc1ccc(CSC2=CS(=O)(=O)c3ccccc3N2)cc1	-2
CCOC(=O)N1CCC(Nc2c(NCCN3CCN(Cc4ccccc4)CC3)c(=O)c2=O)CC1	21
CCC(=O)N1[C@@H](CO)[C@@H](c2ccccc2)C12CN(C(=O)Nc1ccccc1F)C2	12[25 µM]
CC(C)(C)c1ccc(OCC(=O)O)cc1	5
N#Cc1ccccc1COC(=O)CCC(=O)c1cccs1	-10
COc1ccc(NC(=O)CC2SC(=NCC3CCCO3)NC2=O)c([N+](=O)[O-])c1 (stereo unspecified)	-5
N#Cc1ccc(OCC(=O)NCCc2ccccn2)cc1	4
CC(C)CNC(=O)c1ccc(Cl)c(N)c1	-8
CC(C)(C)c1cccc(Oc2nn[nH]n2)c1	4
Cc1cc(=O)n2nc(N3CCCC(C(=O)NCCc4ccc(Cl)cc4)C3)sc2n1 (stereo unspecified)	21
CC1(C)CC2CC(C)(CN2CC(O)COc2ccccc2)C1 (stereo unspecified)	4
CCCCOC(=O)COc1ccc(Cl)cc1Cl	-2
O=C(NCCN1CCOCC1)c1cc(-c2ccccc2Cl)on1	-22
CCCN(C(=O)c1cccc(-n2cccc2)c1)c1c(N)n(Cc2ccccc2)c(=O)[nH]c1=O	-4
COC(=O)N(C)C[C@@H]1OCc2ccccc2-c2c(n(C)c3ccccc23)C(=O)N([C@H](C)CO)C[C@@H]1C	-8
Cn1c(=O)n(C)c2cc(C(=O)Nc3ccc4c(c3)OCO4)ccc21	-23
COc1ccccc1C(CNC(=O)c1cccc(S(=O)(=O)Nc2ccc(C)cc2)c1)N1CCCC1 (stereo unspecified)	4
COc1ccc(NC(=O)c2ccc(NCCN3C(=O)CCC3=O)c([N+](=O)[O-])c2)cc1	3
COC(=O)c1csc(C2OC(CO)C(O)C2O)n1 (stereo unspecified)	8
Cc1ccccc1S(=O)(=O)Nc1ccc2c(c1)C(=O)N(C)[C@H]1CC[C@H](CC(=O)O)O[C@@H]1CO2	-12[25 µM]
CCCc1cc(C(=O)OC)c2ccccc2n1	1
CCn1c(CSc2ncccn2)nnc1SCC(=O)N1CCc2ccccc21	23

Grouped by structure, the entries above containing a cyano group (two)
SMILES	CD40 NFkB inh
N#Cc1ccccc1COC(=O)CCC(=O)c1cccs1	-10
N#Cc1ccc(OCC(=O)NCCc2ccccn2)cc1	4

In another format: results already given.
Compound,CD40 NFkB inh
Cc1ccccc1S(=O)(=O)Nc1ccc2c(c1)C(=O)N(C)[C@H]1CC[C@H](CC(=O)O)O[C@@H]1CO2,-12[25 µM]
CCCCOC(=O)COc1ccc(Cl)cc1Cl,-2
O=C(NCCN1CCOCC1)c1cc(-c2ccccc2Cl)on1,-22
COC(=O)N(C)C[C@@H]1OCc2ccccc2-c2c(n(C)c3ccccc23)C(=O)N([C@H](C)CO)C[C@@H]1C,-8
N#Cc1ccc(OCC(=O)NCCc2ccccn2)cc1,4

Continued.
SMILES	CD40 NFkB inh
N#C[C@@H]1[C@H](c2ccc(C#CC3CCCC3)cc2)[C@@H](CO)N1C(=O)Nc1ccc(F)cc1	48*
CNC[C@H]1Oc2ccc(N(C)C)cc2C(=O)N(C)C[C@H]1C	2
COc1ccc(CN2C(=O)c3ccccc3C2C(=O)NC2CCC(C)CC2)c(OC)c1 (stereo unspecified)	2
C[C@@H]1CN(C)C(=O)c2cc(N(C)C)ccc2O[C@@H]1CN(C)S(C)(=O)=O	8
O=C(Cc1ccc(Br)cc1)NNC(=O)c1cccs1	-27
Cc1cccc(NC(=O)c2cc([N+](=O)[O-])ccc2N2CCOCC2)c1C	-3
CO[C@@H](CN(C)Cc1cc(F)ccc1F)[C@H](C)CN([C@@H](C)CO)S(=O)(=O)c1ccc(F)cc1	-2
O=C(CN1C(=O)NC2(CCc3ccccc32)C1=O)Nc1ccccc1Cl (stereo unspecified)	9
O=C(CCCSc1nc(-c2ccco2)cc(C(F)(F)F)n1)NCC1CCCO1 (stereo unspecified)	1
O=c1[nH]c2ccsc2c(=O)n1CCO	12
CN(C)C(=O)C[C@@H]1CC[C@H]2[C@@H](COc3ccc(NC(=O)C4CCCC4)cc3C(=O)N2C)O1	4
Cc1cc(C)nc(-n2nc(C)c(Oc3ccccc3O)c2C)n1	-18
O=S(=O)(c1ccccc1F)N1[C@@H]2CNC[C@H]1C2c1ccc(-c2cccnc2)cc1 (stereo partly specified)	1&0
c1ccc(-c2nnc(CN3CCCCC3)o2)cc1	-52
CC1CCCCN1C(=O)Cn1cnc2cc([N+](=O)[O-])ccc2c1=O (stereo unspecified)	12
CCc1cccc(CC)c1NC(=S)/C(=C(\[O-])c1ccc(Cl)s1)[n+]1ccccc1	11
CNC(=O)C[C@@H]1CC[C@H]2[C@H](COc3ccc(NS(=O)(=O)c4ccc(F)cc4)cc3C(=O)N2C)O1	-4[25 µM]
COc1ccc(-n2nccc2-c2nn(-c3cccc(OC)c3)c(=O)n(C)c2=O)cc1	22
COC1CCC(C(=O)c2ccc3nc4c(cc3c2)CCCO4)CC1 (stereo unspecified)	4[25 µM]
O=C(CSc1nc2ccccc2c(=O)n1-c1ccc(F)cc1F)NC1CC1	3
c1ccc(-c2noc(CN3CCCC(OCc4ccccn4)C3)n2)cc1 (stereo unspecified)	13
CCOc1ccc(OCC(=O)OCC(=O)NNC(=O)c2ccc([N+](=O)[O-])cc2)cc1	3
C[C@@H]1CN([C@H](C)CO)C(=O)c2ccccc2-c2ccccc2CO[C@H]1CN(C)C(=O)[C@H](C)c1ccccc1	0
Cc1ccc(C(=O)C(C)OC(=O)CCN=C2NS(=O)(=O)c3ccccc32)cc1 (stereo unspecified)	-27
CC(=O)c1c(C)[nH]c(C(=O)COc2ccc3c(C)cc(=O)oc3c2)c1C	9
SMILES	CD40 NFkB inh
C[C@@H](NC(=O)[C@@H]1[C@@H](CO)[C@@H]2Cn3c(cccc3=O)[C@H]1N2C(=O)C1CCCC1)c1ccccc1	11
O=C(Nc1ccc(N2CCN(C(=O)c3ccco3)CC2)cc1)c1ccc2c(c1)OCO2	1
c1ccc(Nc2nc3ccccc3[nH]2)nc1	9
Cc1nnc(NC(=O)C2CC(=O)N(c3ccc4c(c3)OCCO4)C2)s1 (stereo unspecified)	7
O=C(c1ccc2c(c1)CCC2)N1CCN(Cc2ccccc2)CC1	-8
COc1cc(OC)cc(-c2noc([C@@H]3O[C@H](CO)[C@@H](O)[C@H]3O)n2)c1	7
CCn1c2ccccc2c2cc(CC(N)=O)ccc21	-6
NC1=NC(=O)/C(=C/c2cccs2)S1	-2
O=C(NCc1ccc2c(c1)OCO2)c1cc(-c2ccccn2)nc2ccccc12	7
COc1ccccc1CNC(=O)C[C@@H]1C[C@H]2c3cc(NC(=O)Nc4ccccc4F)ccc3O[C@H]2[C@@H](CO)O1	-14[25 µM]
COc1ccc(C(=O)COC(=O)c2nn(C)c(=O)c3ccccc23)c(OC)c1	4
CC1C=NC(S(=O)(=O)N2CC[C@@H]3[C@H](CO)N(C)c4ccc(C5=CCCCC5)cc4[C@@H]32)=N1 (stereo partly specified)	-16[25 µM]
CNC[C@@H]1OCc2ccccc2-c2c(n(C)c3ccccc23)C(=O)N([C@@H](C)CO)C[C@@H]1C	-1
COC(=O)C1C2CC(C(Br)C2Br)C1C(=O)O (stereo unspecified)	5
COc1ccc(S(=O)(=O)N(C)C[C@H]2OCCCC[C@@H](C)Oc3ccc(NS(=O)(=O)c4ccc(Cl)cc4)cc3C(=O)N([C@@H](C)CO)C[C@H]2C)cc1	9
CC(OC(=O)CCCN=C1NS(=O)(=O)c2ccccc21)C(=O)c1ccccc1 (stereo unspecified)	-7
CC1CCCCN1CC(=O)Nc1ccc2c(c1)OCO2 (stereo unspecified)	5
COc1cccc(-c2ccc3c(c2)[C@@H]2[C@@H](CCN2S(=O)(=O)c2ccccc2F)[C@H](CO)N3C)c1	6[25 µM]
COc1ccc(N(C(=O)c2ccco2)S(=O)(=O)c2cccs2)cc1	9
O=C(NCc1ccco1)c1cc(-c2ccccn2)nc2ccccc12	2
CN(C)CC(=O)N1[C@H](C#N)[C@@H](c2ccc(C#CC3CC3)cc2)[C@H]1CO	-12
CSc1ccccc1NC(=O)COc1ccccc1C	-32
CCSc1nnc(-c2cccnc2)n1-c1ccc(C)c(Cl)c1	3
N#CCCN(C(=O)COC(=O)c1ccc(S(=O)(=O)N2CCOCC2)cc1)c1ccccc1	0
CCN(Cc1ccccc1)C(=O)CN1C(=O)c2ccccc2S1(=O)=O	3
SMILES	CD40 NFkB inh
COc1ccc(NC(=O)CN(C)C(=O)c2c(C)nn(-c3ccccc3)c2Cl)cc1	-11
COc1ccc(C=C2SC(=S)N(CCCN3CCOCC3)C2=O)c(OC)c1	-15
CO[C@@H]1CN(C)C(=O)c2ccc(NC(=O)C3CCCCC3)cc2OC[C@H](C)N(Cc2cccnc2)C[C@H]1C	-3
COC(=O)c1ccc(NC(=O)N2CCCC(C(=O)c3ccccc3OC)C2)cc1 (stereo unspecified)	13
CCOC(=O)C1CCN(C(=O)COC(=O)C2CCN(S(=O)(=O)c3ccc(C)c(C)c3)CC2)CC1	14
Cc1nnc(SC(C)C(=O)Nc2ccc(N3CCOCC3)cc2)n1Cc1ccccc1 (stereo unspecified)	20
O=c1cc(-c2ccc3c(c2)OCCO3)oc2ccc(Cl)cc12	-76
C[C@H](CO)N1C[C@H](C)[C@@H](CN(C)S(=O)(=O)c2ccccc2)Oc2ncc(C#CC3(O)CCCC3)cc2C1=O	-16[25 µM]
CC(C)(C)c1ccc(COC(=O)CN2C(=O)NC3(CCCC3)C2=O)cc1	12
O=C(C[C@H]1C[C@H]2c3cc(NC(=O)C4CCC4)ccc3O[C@H]2[C@@H](CO)O1)NCCc1ccccc1	-9[25 µM]
Cc1ccc(S(=O)(=O)NC23CC4CC(CC(C4)C2)C3)cc1	8
CN1c2ccc(C3=CCCCC3)cc2[C@@H]2[C@@H](CCN2C(=O)C2CCOCC2)[C@H]1CO	-18[25 µM]
COCC(=O)N1[C@H](CO)[C@@H](c2ccccc2-c2ccccc2F)[C@@H]1C#N	-6[25 µM]
O=C(Nc1ccc(NC(=O)c2cc3ccccc3o2)cc1)c1ccc2c(c1)OCCO2	13
COc1cccc(C(=O)NCCS(=O)(=O)NCc2ccco2)c1	2
CC(C)NC(=O)N1C[C@H]2[C@@H](c3ccccc31)[C@H](CO)N2C(=O)Nc1ccccc1	14[25 µM]
CCN1CCN(CCC(=O)Nc2ccc3c(c2)OCO3)CC1	-1
Cc1ccc(CNC(=O)CCC2CCCN(Cc3cccc4cccnc34)C2)o1 (stereo unspecified)	2
CCOCCCN1CC(C(=O)NCCc2ccc(C)cc2)CC1=O (stereo unspecified)	7
Cc1ccccc1C(=O)Oc1ccc(Sc2ccc(O)cc2)cc1	-4
COc1ccc2c3c(n(C)c2c1)[C@H](CO)N(C(=O)c1ccc(F)cc1)CC31CCN(C)CC1	4[25 µM]
CCNC(=O)C1(C)CCCN(Cc2cc(-c3ccccc3)n(C)n2)C1 (stereo unspecified)	-3
Cn1c(N)c(C(=O)COC(=O)c2ccc(Cl)nc2)c(=O)n(C)c1=O	5
CN(C)c1ccc2c(c1)[C@@H]1C[C@H](CC(=O)O)O[C@H](CO)[C@@H]1O2	-15[25 µM]
O=C(Nc1ccc2c(c1)CCC2)c1ccccc1Br	-2
SMILES	CD40 NFkB inh
CCC(C(=O)NCCCN1CC(C)CC(C)C1)n1ncn2c(cc3occc32)c1=O (stereo unspecified)	9
C=CCOc1ccc(/C=C/C(=O)OCC(=O)N2CCC(c3ccccc3)=N2)cc1	-2
CCCOc1ccc(C(=O)NCCC(=O)NCCCC(=O)OCC)cc1	0
c1csc(-c2noc(COc3ccc4c(c3)CCCC4)n2)c1	-85
N#C[C@@H]1[C@@H](c2ccc(C#Cc3ccccc3F)cc2)[C@@H](CO)N1C(=O)C1CCCC1	-21
COc1ccc(S(=O)(=O)NCC(c2ccc3c(c2)OCO3)N2CCN(C)CC2)cc1OC (stereo unspecified)	1
O=S(=O)(c1ccc(Cl)cc1)N1CCN(c2ccc(N3CCOCC3)nn2)CC1	2
CN1CCc2c(sc3c2C(=O)NC(/C=C/c2ccco2)N3)C1 (stereo unspecified)	-5
OC[C@@H]1[C@@H](c2ccc(Br)cc2)[C@@H]2CN(Cc3cncnc3)CCCCN12	-8[25 µM]
C/C(=N/NC(=O)c1ccco1)c1cccnc1	-8
N#C[C@H]1[C@@H](c2ccc(C3=CCCCC3)cc2)[C@H](CO)N1C(=O)NC1CCCC1	-12
CC(C)NC(=O)N1[C@H](CO)[C@@H](c2ccccc2)[C@H]1CN(C)C(=O)c1cccnc1	6[25 µM]
Nc1nc(-c2ccccn2)nc(N)c1Cc1ccccc1F	-45
CSCCC(NC(=O)c1ccccc1Cl)C(=O)NCc1ccncc1 (stereo unspecified)	0
Cc1cc(C(F)(F)Cl)n2ncc(-c3ccccn3)c2n1	-9

An excerpt of these results, as a markdown table:
| canonical_smiles | CD40 NFkB inh |
| --- | --- |
| N#C[C@@H]1[C@@H](c2ccc(C#Cc3ccccc3F)cc2)[C@@H](CO)N1C(=O)C1CCCC1 | -21 |
| COc1ccc(S(=O)(=O)NCC(c2ccc3c(c2)OCO3)N2CCN(C)CC2)cc1OC (stereo unspecified) | 1 |
| O=S(=O)(c1ccc(Cl)cc1)N1CCN(c2ccc(N3CCOCC3)nn2)CC1 | 2 |
| CN1CCc2c(sc3c2C(=O)NC(/C=C/c2ccco2)N3)C1 (stereo unspecified) | -5 |
| OC[C@@H]1[C@@H](c2ccc(Br)cc2)[C@@H]2CN(Cc3cncnc3)CCCCN12 | -8[25 µM] |
| C/C(=N/NC(=O)c1ccco1)c1cccnc1 | -8 |
| N#C[C@H]1[C@@H](c2ccc(C3=CCCCC3)cc2)[C@H](CO)N1C(=O)NC1CCCC1 | -12 |

This is a subset, so the mix of outcomes need not match the whole.
